Screening data (PubChem)
PGC1a acetyl inh: inhibitors of PGC1a acetylation signal, primary screen, cell-based, U2OS, AlphaScreen, inhibitor mode. AlphaScreen anti-acetyl-lysine; with virally co-expressed GCN5 acetyltransferase. inhibition, % at 15.6 µM. 350,000 tested, 0.17% active. AID 651687, 2012;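 active = every replicate shows inhibition of at least 40%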;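 note: 0% = neutral control wells and 100% = positive control wells; some results beyond the cut were filed as inactive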
miR-122 sensor: miR-122 Renilla sensor signal increase in Huh7, primary screen, miR-122 inhibitor project, cell-based, single point, plate reader; AID 602342, 2012; activation (reporter increase), % at 12.5 µM; Huh7 miR-122 Renilla luciferase sensor, 48 h; neutral wells = 0, positive control = 100; 340,000 tested, 0.3% active;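 active = mean replicate activation score at least 90 and every replicate individually at or above 90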;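 note: higher luciferase means less miR-122 activity so hits act as miR-122 inhibitors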
Cneo AK release: Cryptococcus neoformans cell lysis inducers, primary screen, AK release luminescence, single concentration; C. neoformans lysis, adenylate kinase release luminescence, 4 h; normalised: neutral wells 0, clomiphene wells 100; lysis activity, % at 15 µM; 360,000 tested, 0.2% active; AID 651654, 2012;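 active = mean lysis activity across replicates of at least 80%, whatever share of replicates individually reach that level; inactive = mean lysis activity below 80%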
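Test system: log-phase Cryptococcus neoformans yeast cells. Input: 5 × 10^6 yeast cells/mL. Medium: fresh YPD growth medium. Doses: single dose. Incubation: static 4 h at 37 °C with compound, 1 h detection. Measured by: luminescent adenylate kinase detection reagent. Read-out: signal increase indicating cell lysis. Benchmarks: Clomiphene.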
FN deposition inh: inhibitors of fibronectin matrix deposition, primary screen, AH1F cells, Alexa488-fibronectin fluorescence, plate reader; AH1F fibroblasts, overnight; inhibition, % at 12.6 µM; 350,000 tested, 0.086% active; AID 743247, 2014;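 active = mean inhibition across replicates of 30% or more, regardless of how many single replicates reach that level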;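 note: positive control wells lacked labelled fibronectin entirely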
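material = AH1F fibroblast monolayer depositing Alexa488-labelled fibronectin into matrix | amount = 10000 AH1F cells/well | buffer or medium = DMEM plus 2% serum, read in PBS | incubation = 1 h cell adhesion before compound, then overnight fibronectin incubation | detection = fluorescence at 485 nm excitation, 525 nm emission | evaluation = percent inhibition as loss of matrix-bound fibronectin fluorescence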
PglD inh: C. jejuni PglD acetyltransferase inhibitors, primary screen, biochemical, DTNB colorimetric, single point; UDP-N-acetylbacillosamine N-acetyltransferase PglD (Campylobacter jejuni); purified PglD enzyme, DTNB colorimetric CoA detection; inhibition, % at 12.5 µM; 360,000 tested, 0.098% active; in the data active = inhibition above about 16%, passing the limit was not always enough; note: strong numbers were not always called active
GSIS activator: GLuc luminescence reporter in INS-1E cells, primary screen for activators of glucose-dependent secretion of insulin. AID 743287, 2014. INS-1E GLuc reporter insulin secretion, 2-3 h. activation, % at 16.6 µM. 370,000 tested, 0.61% active;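 active = lowest replicate activation of at least 40%, so every replicate reaches that level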;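 note: 0% = median of neutral control wells and 100% = median of IBMX positive control wells; some compounds called inactive have numbers as strong as hits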
C2C12 statin: suppressors of statin myotoxicity in C2C12 myotubes, primary screen, cell-based, single point, plate reader; 330,000 tested, 0.78% active; C2C12 myotubes + simvastatin, ATP luminescence, 48 h; scaled: DMSO 0, geranylgeraniol control 100; rescue of ATP level, % at 7.49 µM;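 active = mean ATP rescue above about 67%, or every replicate alone reaching that limit, limit read from the data, passing the limit was not always enough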;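 note: myotubes were challenged with 10 µM simvastatin during compound exposure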
F508del corr: F508del CFTR correction, initial screen, CFBE line, single point | AID 720511, 2013 | CFBE cells, YFP halide quenching; stimulated with forskolin plus potentiator P3; % fluorescence drop versus neutral controls | 350,000 tested, 0.36% active | activity (quench increase), % at 7.58 µM;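 active = mean added fluorescence quench of at least 8% versus neutral control, with both replicates also reaching 8%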;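 note: cells transiently co-express mutant CFTR-F508del with the halide-sensitive YFP; corrector assay measuring rescue of mutant channel to the surface after 24 h compound exposure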
* marks the source's active call; other numbers are inactive results; nt = not tested or not shown; [ ] = dose if it differs, or a comment. Not a hit list; any-hit rate near 2.1%.

SMILES	PGC1a acetyl inh	miR-122 sensor	Cneo AK release	FN deposition inh	PglD inh	GSIS activator	C2C12 statin	F508del corr
O=C(Cc1ccccc1)N1C[C@H]2[C@@H](c3ccccc31)[C@@H](CO)N2C(=O)c1cccc(F)c1	-10.9	42.9[16.7 µM]	6.1	nt	-3.7	-1.5	2.3	1.2
CCC(C)NC(=O)c1ccccc1SC (stereo unspecified)	0.6	nt	-0.5	nt	9.6	6.2	3.0	-3.7
COc1ccc(CNC(=O)c2c(-c3c(F)cccc3Cl)noc2C)cc1	29.0	0.9	0.7	-5.8	1.1	-4.5	8.9	0.3
CCCNC(=O)C[C@H]1CC[C@H]2[C@@H](COC[C@H](O)CN2C(=O)c2ccccn2)O1	1.9	12.7[16.7 µM]	-0.5	-1.4	-1.4	17.5	-2.5	-0.4
O=C(CC1C(=O)NCCN1Cc1c(F)cccc1Cl)NC1CCCC1 (stereo unspecified)	4.4	-3.9	-11.6	nt	-2.8	-2.4	0.1	nt
CNC(=S)Nc1cc(C)ccc1OC(F)F	4.9	nt	nt	-6.1	nt	16.6	nt	1.5
COc1ccccc1NC(=O)COC(=O)CNC(=O)C1CCCCC1	-6.1	-3.9	nt	-0.5	nt	5.4	nt	-1.6
O=C(CSc1nnc(-c2ccccc2F)o1)NC1CCCCC1	-0.3	0.9	-0.2	14.7	nt	-5.2	-3.9	-0.3
CC(C)NC(=O)N(C)C[C@H]1Oc2ccc(NS(=O)(=O)c3ccc(Cl)cc3)cc2C(=O)N([C@H](C)CO)C[C@H]1C	-11.2	-6.4[16.7 µM]	-1.2	-2.7	5.3	12.9	7.1	1.6
COc1ccc(CNC(=O)/C=C/c2ccco2)cc1OC	-9.9	-7.4	1.1	0.9	-1.0	-10.7	12.9	-2.3
Cc1ccc(S(=O)(=O)Nc2ccc3c(c2)C(=O)N([C@@H](C)CO)C[C@H](C)[C@@H](CN(C)Cc2ccc4c(c2)OCO4)OCCCC[C@H](C)O3)cc1	nt	-9.3[16.7 µM]	1.1	nt	0.2	-8.3	46.6	3.0
CC1CN(C(=O)C(C)Sc2nc3ccccc3s2)CC(C)O1 (stereo unspecified)	-16.2	-0.4	-0.2	nt	-0.4	nt	22.3	nt
CCOc1ccc(-c2nnc3sc(-c4ccccc4OC)nn23)cc1	-9.1	-8.8	-1.1	1.1	-0.8	nt	6.4	nt
O=C(COC(=O)CCC(=O)c1cccs1)Nc1cccc(S(=O)(=O)N2CCOCC2)c1	-1.4	4.7	0.4	2.5	5.0	nt	6.4	nt
CCOC(=O)C1CCN(C(=O)C2(NC(=O)NC3CCCCC3)CCCCC2)CC1	-12.6	2.2	2.9	3.9	-4.6	7.9	7.9	2.8
Cc1ccc(S(=O)(=O)N(C)C[C@H]2Oc3ccc(NC(=O)Nc4ccc5c(c4)OCO5)cc3CC(=O)N([C@@H](C)CO)C[C@H]2C)cc1	-9.3	-14.0[16.7 µM]	-1.8	nt	-2.0	-18.9	-72.1	-0.4
CCC(=O)Nc1ccccc1N1CCN(S(C)(=O)=O)CC1	nt	nt	4.4	nt	-4.8	19.3	5.4	nt
CCCCOc1ccc(C(O)C(CN2CCOCC2)c2ccccc2)cc1 (stereo unspecified)	-1.1	nt	nt	5.0	nt	-16.0	nt	2.0
O=C(Nc1nnc(C2CCCCC2)s1)C1CC(=O)N(c2ccccc2)C1 (stereo unspecified)	12.5	-2.2	-1.5	-3.3	4.6	20.1	-11.3	0.1
CNC(=O)c1cc(C(=O)c2ccc(Cl)cc2)c[nH]1	1.6	nt	-3.8	4.3	2.7	-1.4	3.6	2.5
COc1ccccc1NS(=O)(=O)c1cc(C(=O)Nc2ccc(S(=O)(=O)Nc3onc(C)c3C)cc2)ccc1C	5.5	2.5	-2.7	3.9	4.1	-1.5	2.0	2.2
CC(=O)n1cc(/C=N/NC(=O)c2cccc(O)c2)c2ccccc21	0.7	1.7	-2.6	-3.2	-0.7	-8.1	0.1	1.6
Cn1ccnc1C(=O)c1ccccc1Cl	7.6	-4.5	-0.4	2.3	2.7	4.1	nt	-0.1
COc1cc(NS(=O)(=O)c2ccc(NC(=S)NC(=O)/C=C/c3ccco3)cc2)ncn1	2.1	5.8	2.3	-5.7	-3.1	1.9	-0.4	0.6
COCCn1nnnc1C(C(C)C)N1CCC(Cc2ccccc2)CC1 (stereo unspecified)	3.2	-3.0	nt	nt	nt	-17.2	-3.8	nt

A draw from above in order of length of the SMILES, lowest first.
SMILES	PGC1a acetyl inh	miR-122 sensor	Cneo AK release	FN deposition inh	PglD inh	GSIS activator	C2C12 statin	F508del corr
O=C(CSc1nnc(-c2ccccc2F)o1)NC1CCCCC1	-0.3	0.9	-0.2	14.7	nt	-5.2	-3.9	-0.3
CNC(=O)c1cc(C(=O)c2ccc(Cl)cc2)c[nH]1	1.6	nt	-3.8	4.3	2.7	-1.4	3.6	2.5
O=C(COC(=O)CCC(=O)c1cccs1)Nc1cccc(S(=O)(=O)N2CCOCC2)c1	-1.4	4.7	0.4	2.5	5.0	nt	6.4	nt
Cc1ccc(S(=O)(=O)N(C)C[C@H]2Oc3ccc(NC(=O)Nc4ccc5c(c4)OCO5)cc3CC(=O)N([C@@H](C)CO)C[C@H]2C)cc1	-9.3	-14.0[16.7 µM]	-1.8	nt	-2.0	-18.9	-72.1	-0.4

The list continues:
SMILES	PGC1a acetyl inh	miR-122 sensor	Cneo AK release	FN deposition inh	PglD inh	GSIS activator	C2C12 statin	F508del corr
Cn1c(=O)n(C)c2cc(CNC(=O)[C@H]3O[C@@H](n4ccc(=O)[nH]c4=O)[C@H](O)[C@@H]3O)ccc21	-2.9	-2.6	-1.2	-4.4	-3.4	1.1	1.9	-1.1
CCCCCn1c(NC2CCCCC2)nc2c1c(=O)[nH]c(=O)n2C	-6.7	-5.7	-2.2	10.1	0.4	31.8	-5.3	0.8
Cc1cc(Br)cc2c1NC(=O)C2(c1c(C)n(C)n(-c2ccccc2)c1=O)c1c(C)n(C)n(-c2ccccc2)c1=O	-1.3	0.0	-0.8	8.1	-1.2	nt	33.4	nt
CC(C)CC#Cc1cnc2c(c1)C(=O)N([C@@H](C)CO)C[C@H](C)[C@@H](CN(C)S(=O)(=O)c1cn(C)cn1)O2	-3.5	-4.3[16.7 µM]	-5.9	-5.8	-1.2	-2.0	-12.3	3.8
COc1ccc(NC(=O)N(C)C[C@H]2Oc3c(NS(C)(=O)=O)cccc3C(=O)N([C@H](C)CO)C[C@@H]2C)cc1	-0.9	-5.9[16.7 µM]	-0.5	nt	-5.2	-1.3	nt	-0.2
CC1=C(C(=O)c2ccccc2)C(c2cccc([N+](=O)[O-])c2)NC(=S)N1 (stereo unspecified)	-11.2	nt	nt	-7.3	nt	21.8	nt	-0.3
COc1ccc(CCNC(=O)C2CCCN2S(=O)(=O)c2ccc(F)cc2)cc1OC (stereo unspecified)	-2.0	0.6	-3.1	3.1	nt	21.5	5.7	-2.4
COc1ccc(NC(=O)Nc2cnccn2)cc1	-0.9	17.3	0.3	-0.1	-1.5	2.3	nt	-0.6
COc1ccccc1CNC(=O)C[C@@H]1C[C@@H]2c3cc(NC(=O)C4CCC4)ccc3O[C@@H]2[C@@H](CO)O1	9.2	13.3[16.7 µM]	1.5	-1.3	3.5	0.0	-1.0	-2.7
CCc1cccc(NC(=O)C(NC(=O)C2CCCCC2)C(C)C)c1 (stereo unspecified)	-6.0	6.5	nt	-16.7	nt	6.3	-1.9	3.0
CCCCc1ccc(NC(=O)c2cnccn2)cc1	5.9	-3.3	-4.5	-4.5	6.4	4.5	-16.5	-2.3
C=CCC(NCc1ccccc1)c1ccc(OC)cc1 (stereo unspecified)	-14.6	-9.5	-0.1	13.9	-3.3	-7.2	3.2	-1.4
O=C(CCCc1c[nH]c2ccccc12)N1CCN(S(=O)(=O)c2cccs2)CC1	-7.0	0.8	0.5	0.1	-4.5	nt	-0.9	nt
O=C(NC1(C(F)(F)F)C(=O)Nc2c1c(=O)[nH]c(=O)n2Cc1ccco1)C1CC1 (stereo unspecified)	14.1	-1.6	3.9	-10.0	nt	nt	-2.0	nt
CCC1CCCCN1C(=S)NC(=O)c1cc(S(=O)(=O)N2CCOCC2)ccc1C (stereo unspecified)	5.9	nt	nt	3.0	nt	-13.2	nt	0.2
CCc1nc2ccc(C(=O)NC3CCN(Cc4ccccc4)CC3)cn2c1N(C)CCN1CCOCC1	6.3	-8.5	0.6	5.2	3.6	nt	-1.9	-3.7
COC(=O)c1ccccc1NC(=O)CN(C)Cc1ccccc1	-23.8	-9.1	-3.5	5.6	-5.0	-15.8	4.2	-0.6
CC1=CC(C)(C)N(S(=O)(=O)c2ccc(F)cc2)c2ccccc21	-19.5	79.2	0.1	nt	7.1	-16.6	-16.4	2.5
CCc1ccc(NC(=O)CSc2n[nH]c(=O)n2C2CC2)cc1	nt	nt	0.8	4.4	-0.4	-12.5	-12.8	2.2
COc1ccc(CN2CCN(C3CCC3)CC2CCO)c(C)c1C (stereo unspecified)	nt	nt	0.4	-0.6	1.2	14.7	17.7	-3.6
COc1ccc(-c2ccc3c(c2)[C@@H]2[C@@H](CCN2C(=O)C2CCOCC2)[C@@H](CO)N3C)cc1	11.1	-10.1[16.7 µM]	-13.1	-9.5	-19.1	8.8	26.7	1.1
CCN1CCN(c2nc(Nc3cccc(C)c3)nc(N)c2[N+](=O)[O-])CC1	nt	nt	0.7	13.3	-12.2	5.5	nt	nt
CC/C(O)=C(/C#N)c1nnc2n1CCCCC2	-8.1	-11.5	0.6	nt	0.3	nt	2.3	nt
CCOc1ccc(NS(=O)(=O)c2ccc(C(=O)NCc3ccncc3)cc2)cc1	11.9	-2.3	nt	1.2	nt	-1.6	nt	-0.2
C[C@@H]1CN([C@H](C)CO)C(=O)Cc2cc(NS(=O)(=O)c3ccc(F)cc3)ccc2O[C@H]1CN(C)S(=O)(=O)c1ccc(Cl)cc1	-27.3	2.3[16.7 µM]	4.7	nt	-1.6	-19.3	3.5	-1.4
COc1ccc(OC)c(NS(=O)(=O)c2ccc(NC(=O)C3COc4ccccc4O3)cc2)c1 (stereo unspecified)	-15.9	7.4	6.4	-3.7	-2.5	-29.3	8.2	nt
C[C@H]1CN([C@@H](C)CO)C(=O)c2cc(C#CCN(C)C)cnc2O[C@H]1CN(C)C(=O)c1ccc(F)cc1	7.7	-2.9[16.7 µM]	2.3	nt	2.5	-10.0	12.8	-1.4
CSc1nnc(C(C)(C)C)c(=O)n1/N=C/c1ccccc1	nt	-0.6	-1.4	0.1	9.5	nt	-13.2	1.7

In the list so far, 2 contain a thiophene ring, fused or not:
SMILES	PGC1a acetyl inh	miR-122 sensor	Cneo AK release	FN deposition inh	PglD inh	GSIS activator	C2C12 statin	F508del corr
O=C(COC(=O)CCC(=O)c1cccs1)Nc1cccc(S(=O)(=O)N2CCOCC2)c1	-1.4	4.7	0.4	2.5	5.0	nt	6.4	nt
O=C(CCCc1c[nH]c2ccccc12)N1CCN(S(=O)(=O)c2cccs2)CC1	-7.0	0.8	0.5	0.1	-4.5	nt	-0.9	nt
